# ssDAF-12 act: S. stercoralis DAF-12 nuclear receptor activators, primary screen, cell-based, luminescence, HEK293, GRIP1 co-expression, lit1-tk-luc | Nuclear hormone receptor DAF-12 (Strongyloides stercoralis) | AID 652126, 2013 | HEK293 ssDAF-12/GRIP1 lit1-tk-luc reporter; % of 3 µM dafachronic acid response | 370,000 tested, 1% active | activation, % at 6.8 µM;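 active = activation above the mean over all tested compounds plus 3 SD, cut at about 0.9% in these data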;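 also: 0% = DMSO-only wells and 100% = 3 µM delta7-dafachronic acid wells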
# DAX1 inh-1: DAX1 (NR0B1) inhibitors on StAR promoter, primary screen, cell-based, luminescence, SF-1 (NR5A1), full-length DAX-1. HEK293T StAR-luciferase reporter, SF-1/DAX-1 repression relief. inhibition, % at 6.8 µM. 370,000 tested, 1.1% active. AID 652010, 2013;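 active = inhibition above the mean over all tested compounds plus 3 SD, cut at about 3.6% in these data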;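 also: 0% = DAX-1 cells with DMSO and 100% = cells lacking DAX-1 with DMSO; higher inhibition means more luminescence from relief of DAX-1 repression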
# NPR2 activator: human GC-B receptor activators, primary screen, HEK293 GC-B cells, cGMP TR-FRET, EC30 CNP. AID 1920062, 2024. activation, % at 10 µM. 370,000 tested, 0.11% active. 0% at EC30 CNP, 100% saturating CNP. Atrial natriuretic peptide receptor 2 (Homo sapiens), P20594;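 active = activation at 10 µM reaching about 35% in either raw or pattern-adjusted values, limit read from the data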
# proKLK7 act: proKLK7 zymogen activators, primary screen, biochemical, fluorescence intensity | Kallikrein-7 (Homo sapiens), P49862 | activation, % at 7 µM | 370,000 tested, 0.9% active | purified proKLK7, EDANS-DABCYL substrate fluorescence; 100% is mature enzyme control, 0% vehicle;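 active = activation above the mean of all tested compounds plus 3 SD, computed per campaign excluding outliers beyond control limits, cut at about 13% in these data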
# hgDAF12 agonist: H. glycines DAF-12 receptor agonists, primary screen, cell-based, luminescence, HEK293, GAL4 fusion, UAS-luciferase. Nuclear hormone receptor DAF-12 (Heterodera glycines), GAL4 fusion. HEK293 GAL4-hgDAF12 UAS-luciferase reporter, agonist luminescence; normalized to butyrate control. 370,000 tested, 1.8% active. activation, % at 6.8 µM;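 active = activation above a cutoff set at the mean of all screened compounds plus 3 SD, cut at about 10% in these data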;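 also: 0% = DMSO wells and 100% = sodium butyrate wells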
# HGIII-sPLA2 inh: human group III sPLA2 inhibitors, primary screen, biochemical, QFRET, BODIPY PC-A2 liposome substrate. QFRET BODIPY PC-A2 liposome hydrolysis, fluorescence. inhibition, % at 12.2 µM. 370,000 tested, 0.56% active;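 active = inhibition above mean plus 3 SD of compounds lying within the high and low control bounds, cut at about 19% in these data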;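 also: 0% = median of test compound wells and 100% = no enzyme DMSO wells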
# hcDAF12 agonist: H. contortus DAF-12 nuclear receptor activators, primary screen, cell-based, luminescence, HEK293, lit1-tk-luc reporter | AID 652067, 2013 | 370,000 tested, 1.4% active | HEK293 hcDAF-12 lit1-tk-luc reporter; 0% DMSO, 100% Δ7-dafachronic acid | activation, % at 6.8 µM;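 active = activation above the mean of all tested compounds plus 3 SD, cut at about 5.5% in these data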;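 also: 100% = response to 3 µM Δ7-dafachronic acid high control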
# FXN GAA850 act: FXN promoter activators, primary screen, cell-based, luciferase luminescence, HEK293 lucGAA850; 360,000 tested, 0.56% active; AID 540364, 2011; HEK293 lucGAA850 FXN promoter luciferase reporter, 24 h; percent of 10 µM SAHA response; activation, % at 6 µM;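 active = activation above the average of all compounds screened plus 3 SD, cutoff fixed separately per campaign, cut at about 7.5% in these data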;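 also: 0% = DMSO wells and 100% = 10 µM SAHA wells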
# DAX1 inh-2: DAX1 (NR0B1) inhibitors, primary screen, cell-based, HEK293, Gal4-DAX1, luciferase luminescence; Nuclear receptor subfamily 0 group B member 1 (Homo sapiens), P51843; HEK293 Gal4-DAX1 luciferase reporter; inhibition, % at 6.75 µM; 340,000 tested, 0.99% active; AID 504766, 2011;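 active = inhibition above the mean over all tested compounds plus 3 SD, cut at about 4.2% in these data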;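 also: 0% = DAX1-transfected cells with DMSO and 100% = empty-vector control cells with DMSO; inhibition shows as a rise in luminescence from relieved DAX1 repression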
# GC-A act: GC-A stimulated cGMP production enhancers – HEK293 GC-A cells, cGMP TR-FRET, EC30 ANP, primary screen. Atrial natriuretic peptide receptor 1 (Homo sapiens), P16066. 0% at EC30 ANP, 100% saturating ANP. activation, % at 10 µM. 370,000 tested, 0.14% active. AID 1671463, 2021; in the data active = activation above about 40%
# Target sequence (P16066 whole entry, looked up): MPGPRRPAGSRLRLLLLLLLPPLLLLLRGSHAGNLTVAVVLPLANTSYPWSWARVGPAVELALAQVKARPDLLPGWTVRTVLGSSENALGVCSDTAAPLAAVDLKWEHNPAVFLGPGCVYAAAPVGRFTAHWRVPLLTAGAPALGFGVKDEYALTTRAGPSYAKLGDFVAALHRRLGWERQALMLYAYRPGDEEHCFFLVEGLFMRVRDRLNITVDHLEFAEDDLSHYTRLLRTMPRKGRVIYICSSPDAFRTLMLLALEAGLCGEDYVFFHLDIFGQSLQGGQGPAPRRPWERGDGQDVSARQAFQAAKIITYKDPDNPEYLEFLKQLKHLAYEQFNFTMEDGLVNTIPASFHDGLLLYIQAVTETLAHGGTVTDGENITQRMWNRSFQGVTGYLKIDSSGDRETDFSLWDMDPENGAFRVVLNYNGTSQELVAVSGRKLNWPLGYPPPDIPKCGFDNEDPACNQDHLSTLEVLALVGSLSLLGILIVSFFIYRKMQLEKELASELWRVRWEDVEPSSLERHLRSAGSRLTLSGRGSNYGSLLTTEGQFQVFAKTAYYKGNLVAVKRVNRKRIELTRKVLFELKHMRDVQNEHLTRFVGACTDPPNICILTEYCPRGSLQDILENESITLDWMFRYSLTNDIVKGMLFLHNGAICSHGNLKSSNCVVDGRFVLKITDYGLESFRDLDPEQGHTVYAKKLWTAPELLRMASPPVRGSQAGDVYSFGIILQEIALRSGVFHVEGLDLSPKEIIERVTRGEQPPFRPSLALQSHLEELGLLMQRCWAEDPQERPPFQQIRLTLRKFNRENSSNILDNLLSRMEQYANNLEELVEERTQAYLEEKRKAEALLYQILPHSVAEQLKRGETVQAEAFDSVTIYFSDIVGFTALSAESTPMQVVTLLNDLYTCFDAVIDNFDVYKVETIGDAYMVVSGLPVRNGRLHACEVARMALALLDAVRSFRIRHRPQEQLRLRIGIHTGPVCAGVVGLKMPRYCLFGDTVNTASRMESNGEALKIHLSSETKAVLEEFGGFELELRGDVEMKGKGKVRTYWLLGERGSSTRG
# SMARCA2 activ: SMARCA2 (BRM) function activators, primary screen, cell-based, luminescence, high throughput. MG213 cells, MMTV-luciferase reporter, dexamethasone, overnight. AID 652017, 2013. activation, % at 9.1 µM. 370,000 tested, 1% active; in the data active = activation above about 7.8%;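 also: 0% = vehicle wells and 100% = reference activator wells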
# * marks the source's active call; other numbers are inactive results; / = no result given.
SMILES,ssDAF-12 act,DAX1 inh-1,NPR2 activator,proKLK7 act,hgDAF12 agonist,HGIII-sPLA2 inh,hcDAF12 agonist,FXN GAA850 act,DAX1 inh-2,GC-A act,SMARCA2 activ
CC(C)NC1(C(N)=O)CCN(Cc2ccccc2)CC1,-0.2,-0.3,3,1.1,-0.3,4,-1.0,2.8,-0.4,1,-1
Cc1ccccc1NC(=O)c1sc(NC(=O)C2CC2)nc1C,-1.4,-0.1,3,0.0,1.7,5,-0.3,0.1,3.0,-4,8.4*
CCOC(=O)Nc1cccc(NC(=O)c2cc(OC)cc(OC)c2)c1,-1.1,-1.2,1,-0.2,-1.4,1,-2.8,-0.2,-1.7,2,-2
Oc1cccnc1CCc1ccccc1,-2.2,0.6,4,0.3,2.6,1,-0.2,1.2,0.3,4,-1
COc1ccc(N2CCN(S(=O)(=O)CCNC(=O)C3CCCCC3)CC2)cc1,-1.2,-1.4,-2,0.1,-1.6,3,-1.3,-1.6,-0.3,1,-1
COc1ccc(F)cc1S(=O)(=O)Nc1ccc(C)cc1,-1.4,-0.7,-5,1.2,-0.7,-5,-0.9,1.1,-0.5,-1,-4
CS(=O)(=O)c1ccc(NC(=O)CCN2C(=O)C3CC=CCC3C2=O)cc1 (stereo not given),-0.8,-0.1,1,0.2,-0.9,1,0.7,0.6,2.3,1,-2
Cc1cccc(NC(=O)COc2ccc(-c3nn(C)c(=O)c4ccccc34)cc2)c1,-1.4,0.2,4,-0.8,-3.3,-16,-3.7,-0.5,-0.9,-1,-4
Cc1cc(NC(=O)c2ccc(C#N)cc2)n(-c2ccccn2)n1,-1.4,-1.4,4,-0.2,-2.9,2,1.9,0.6,-0.6,7,2
COc1ccc(NC(=O)COC(C)=O)cc1OC,-1.0,0.8,-8,-0.1,-3.2,0,-0.2,0.4,0.1,7,6
O=C(COC(=O)C1CC1)NCc1ccc(Cl)cc1Cl,-0.9,-1.0,1,-0.4,-0.3,8,-1.4,0.1,1.2,-1,-2
CSCCC(NC(=O)c1ccc(Cl)cc1)C(=O)OCC(=O)Nc1ccc(C#N)cc1 (stereo not given),-0.9,0.0,-9,-0.2,0.5,2,-1.1,3.5,-0.1,-4,-1
CN1C(=O)[C@H]2[C@@H](C3CC3)N3C(=O)CN(Cc4ccccn4)C(=O)[C@@]3(Cc3ccccc3)[C@H]2C1=O,-1.0,0.2,2,-0.1,2.8,7,0.1,-0.7,0.9,0,2
CC1(C(=O)Nc2cnc3ccccc3c2)CCN1CCc1ccccc1 (stereo not given),-1.1,-2.8,-4,0.4,1.2,-13,-1.4,1.1,/,4,-3
COc1ccc(CNC(=O)CCC(=O)N2CC(C)Oc3ccccc32)cc1 (stereo not given),-0.8,-0.1,-1,0.3,-1.1,0,-0.5,/,0.7,-2,0
CCC1CCCCN1CCCNC(=O)c1ccc2c(c1)NC(=O)CN2C (stereo not given),-0.8,-0.6,0,0.3,-0.4,-2,8.8*,-1.5,0.8,-3,5
CC[C@H](CO)NCCN[C@H](CC)CO,-1.0,0.4,4,0.3,-0.1,4,-1.4,-2.2,0.0,2,-1
CCOc1ccccc1Oc1c(C)oc2cc(OC(=O)N3CCOCC3)ccc2c1=O,-1.7,-0.7,-6,-1.2,1.6,12,-1.3,0.0,0.1,7,-2
C=CCNC(=O)N1CCC(c2nc3ccccc3s2)CC1,-1.5,-0.1,-5,-0.4,-0.2,-4,-2.0,1.3,-2.1,-4,0
COC(=O)C1=C[C@@H](C(=O)OC)[C@@H]2C3=C(C(=O)[C@]2(CC(C)C)NC(=O)c2ccccc2)[C@H](C)n2c(=O)n(-c4ccccc4)c(=O)n2[C@@H]3C1,-1.1,-0.1,-6,1.1,1.4,-1,-1.5,1.7,-0.4,1,0

# Reformatted with two lines to a compound: ten of the compounds above
# Under each structure – ssDAF-12 act, DAX1 inh-1, NPR2 activator, proKLK7 act, hgDAF12 agonist, HGIII-sPLA2 inh, hcDAF12 agonist, FXN GAA850 act, DAX1 inh-2, GC-A act, SMARCA2 activ
Oc1cccnc1CCc1ccccc1
    -2.2, 0.6, 4, 0.3, 2.6, 1, -0.2, 1.2, 0.3, 4, -1
COc1ccc(N2CCN(S(=O)(=O)CCNC(=O)C3CCCCC3)CC2)cc1
    -1.2, -1.4, -2, 0.1, -1.6, 3, -1.3, -1.6, -0.3, 1, -1
COc1ccc(F)cc1S(=O)(=O)Nc1ccc(C)cc1
    -1.4, -0.7, -5, 1.2, -0.7, -5, -0.9, 1.1, -0.5, -1, -4
CS(=O)(=O)c1ccc(NC(=O)CCN2C(=O)C3CC=CCC3C2=O)cc1 (stereo not given)
    -0.8, -0.1, 1, 0.2, -0.9, 1, 0.7, 0.6, 2.3, 1, -2
Cc1cccc(NC(=O)COc2ccc(-c3nn(C)c(=O)c4ccccc34)cc2)c1
    -1.4, 0.2, 4, -0.8, -3.3, -16, -3.7, -0.5, -0.9, -1, -4
Cc1cc(NC(=O)c2ccc(C#N)cc2)n(-c2ccccn2)n1
    -1.4, -1.4, 4, -0.2, -2.9, 2, 1.9, 0.6, -0.6, 7, 2
COc1ccc(NC(=O)COC(C)=O)cc1OC
    -1.0, 0.8, -8, -0.1, -3.2, 0, -0.2, 0.4, 0.1, 7, 6
O=C(COC(=O)C1CC1)NCc1ccc(Cl)cc1Cl
    -0.9, -1.0, 1, -0.4, -0.3, 8, -1.4, 0.1, 1.2, -1, -2
CSCCC(NC(=O)c1ccc(Cl)cc1)C(=O)OCC(=O)Nc1ccc(C#N)cc1 (stereo not given)
    -0.9, 0.0, -9, -0.2, 0.5, 2, -1.1, 3.5, -0.1, -4, -1
CN1C(=O)[C@H]2[C@@H](C3CC3)N3C(=O)CN(Cc4ccccn4)C(=O)[C@@]3(Cc3ccccc3)[C@H]2C1=O
    -1.0, 0.2, 2, -0.1, 2.8, 7, 0.1, -0.7, 0.9, 0, 2

# Further records follow:
SMILES,ssDAF-12 act,DAX1 inh-1,NPR2 activator,proKLK7 act,hgDAF12 agonist,HGIII-sPLA2 inh,hcDAF12 agonist,FXN GAA850 act,DAX1 inh-2,GC-A act,SMARCA2 activ
COc1ccc(-n2nnnc2SCC(=O)Nc2nnc(C)s2)cc1OC,-1.4,-0.5,-2,-0.1,0.5,2,-0.6,1.4,0.3,-1,0
Cc1cc(C)c(S(=O)(=O)NCCc2cc3ccc(C)c(C)c3[nH]c2=O)c(C)c1,-0.9,0.2,4,0.6,-1.4,6,1.0,0.5,-0.4,-7,-3
O=C(COc1ccccc1)Nc1nonc1NC(=O)COc1ccccc1,-0.7,-0.8,5,0.1,-0.3,-9,-1.1,1.3,0.3,-1,-3
O=C(c1ccc(N2CCC3(CC2)OCCO3)c([N+](=O)[O-])c1)N1CCOCC1,0.8,-0.9,-1,-0.2,2.1,-4,4.0,1.6,0.7,0,2
CC1(C)CC(=O)c2cnc(N3CCc4ccccc4C3)nc2C1,-1.0,1.1,-6,0.5,3.5,6,3.4,-1.0,1.6,1,6
Cc1cn2c(nc1=O)OC1CC2OC1CO (stereo not given),-1.7,0.0,-6,0.1,-3.1,7,2.7,-0.3,-0.2,3,0
O=C(c1ccc(F)cc1)N1CCN(c2ccccn2)CC1,-1.6,-0.4,6,-0.4,0.1,10,0.1,-1.1,1.1,-3,-2
O=C(Nc1ccc(Br)cc1Br)C1CC(=O)N(Cc2ccccc2)C1 (stereo not given),-1.1,1.5,8,0.0,-1.8,-4,-3.2,2.5,-0.1,5,0
CCC(C)N(C(=O)Cn1nc(C)c([N+](=O)[O-])c1C)C1CCS(=O)(=O)C1 (stereo not given),-0.8,0.0,0,0.0,-3.1,1,-0.2,-0.2,1.7,3,0
Oc1ccc2ccccc2c1C=NCc1cn2ccsc2n1,-1.4,-1.4,2,-3.2,-4.7,-3,4.8,-1.3,-0.3,-2,4
C[C@H](CO)N1C[C@H](C)[C@H](CN(C)Cc2cccc(O)c2)OCc2ccccc2-c2c(n(C)c3ccccc23)C1=O,-0.8,0.1,-8,-0.2,2.0,-24,-0.1,0.4,2.5,-10,-3
CC(CCc1ccco1)NC(=O)CCc1nnc2ccc(NCc3ccccc3)nn12 (stereo not given),-0.7,0.0,-3,0.3,-0.6,-3,-1.2,1.2,-0.1,-5,0
COC(=O)C1(S(=O)(=O)C2(C(=O)OC)CCCC2)CCCC1,-1.8,0.0,1,0.4,4.5,3,-1.2,-1.1,1.0,-4,-2
CCC(C)[C@H](NC(=O)N1CCN(C)CC1)C(=O)OC (stereo not given in full),-0.7,0.0,-6,0.2,1.5,3,-0.9,0.8,1.1,2,-2
Cc1cc(NC(=O)CSc2nc3ccccc3n2CC(C)C)no1,-1.3,0.2,7,-0.8,1.8,-9,-0.3,0.7,-0.9,-1,-4
COCCCNC(=S)N1CCN(S(=O)(=O)c2ccc(OC)cc2)CC1,-0.6,0.4,-3,0.3,-1.2,6,-1.0,0.5,0.9,2,0
CC1=CC(=O)Nc2ncccc2O1,-1.2,-0.1,-1,-28,0.0,-2,-1.0,0.0,0.0,-6,6
CCCCOC(=O)c1sc2nc(N3CCOCC3)c3c(c2c1N)CC(C)(C)OC3,-1.4,0.3,-5,-4.3,0.1,7,-0.9,0.8,-0.4,-2,-3
O=C(c1ccc2snnc2c1)N1CCSCC1,-1.7,0.2,4,-0.4,-1.1,-3,1.2,0.0,0.1,3,-4
COc1ccc(OC)c(-c2csc(NC(=O)Cc3ccccc3F)n2)c1,-1.0,0.1,0,0.0,-0.4,-2,-2.8,3.9,-2.0,-1,0
O=C(COC(=O)[C@H](Cc1ccccc1)NC(=O)c1ccco1)NCc1ccccc1,-1.2,0.8,0,0.8,0.9,5,0.1,-0.2,-0.5,3,-6
CC[C@@H](C)C(NC(=O)OC(C)(C)C)c1cn([C@@H](Cc2cc3ccccc3[nH]2)C(=O)N2CCN(C(=O)OC(C)(C)C)CC2)nn1 (stereo not given in full),-1.9,-1.0,6,0.6,-2.7,-56,-3.1,-2.7,-1.6,1,0
CCCC(=O)Nc1cccc(C(=O)Nc2ccccc2OCC)c1,-2.2,-1.1,1,-0.2,2.5,-4,-2.4,/,/,-2,-2

# Screening data deposited in PubChem by several laboratories.
